mcGAS MS inh: inhibitors of mouse cGAS; Q8C6L5; recombinant mouse cGAS, cGAMP by RapidFire MS; inhibition, % at 12.5 µM; hit rate 0.18% among 130,000; AID 1259397;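 active = inhibition of cGAS enzyme activity at or above 60%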;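 note: enzyme stimulated by 45 bp dsDNA with ATP and GTP substrates; cGAMP share of summed cGAMP plus half ATP and half GTP signals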
Target sequence (Q8C6L5 whole entry, looked up): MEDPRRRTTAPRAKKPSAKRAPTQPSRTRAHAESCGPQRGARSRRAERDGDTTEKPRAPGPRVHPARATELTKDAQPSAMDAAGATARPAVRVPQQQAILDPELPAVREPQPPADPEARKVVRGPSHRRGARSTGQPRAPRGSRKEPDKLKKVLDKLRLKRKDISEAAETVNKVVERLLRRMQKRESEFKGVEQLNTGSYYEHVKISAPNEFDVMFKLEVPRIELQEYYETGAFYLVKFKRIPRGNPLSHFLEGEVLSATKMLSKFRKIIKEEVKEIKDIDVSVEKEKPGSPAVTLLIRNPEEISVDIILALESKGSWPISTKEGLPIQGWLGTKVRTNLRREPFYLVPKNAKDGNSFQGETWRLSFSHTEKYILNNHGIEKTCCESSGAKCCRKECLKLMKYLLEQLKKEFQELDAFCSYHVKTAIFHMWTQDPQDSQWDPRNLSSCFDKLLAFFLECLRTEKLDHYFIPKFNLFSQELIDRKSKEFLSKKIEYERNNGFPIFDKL
An asterisk follows results filed as active; & = joins results of further samples.

1	Cc1ccc2nc(CSc3ccc(O)cc3)cn2c1
  mcGAS MS inh = 4

2	C(=C\c1ccc(CN2CCCC2)cn1)/c1ccccc1
  mcGAS MS inh = -16

3	CCC(=O)NCCCn1nc(-c2ccc(F)cc2)ccc1=O
  mcGAS MS inh = 8

4	Cc1sc2nc(CN3CCCC3)nc(Sc3nnnn3C3CCCC3)c2c1C
  mcGAS MS inh = -3

5	CCCn1c(N2CCN(Cc3ccccc3C)CC2)nc2c1c(=O)[nH]c(=O)n2C
  mcGAS MS inh = -5

6	CC1CN(C(=O)Cn2cc(C(F)(F)F)cc(Cl)c2=O)CC(C)O1 (centres undefined)
  mcGAS MS inh = -5

7	Cn1c(=O)oc2cc(NC(=O)C3CCCc4ccccc43)ccc21 (centres undefined)
  mcGAS MS inh = 2

8	O=C(CNC(c1ccc(F)cc1)c1cccs1)Nc1ccc(I)cc1 (centres undefined)
  mcGAS MS inh = 10

9	CN(CCNC(=O)C1(C)CC1(Cl)Cl)C1CC1 (centres undefined)
  mcGAS MS inh = 0

10	CC(C)C1CN(C(=O)Nc2cnn(CC(F)F)c2)CCS1 (centres undefined)
  mcGAS MS inh = -8

11	O=C(OC(C(=O)Nc1cc(Cl)cc(Cl)c1)c1ccccc1)C1=COCCO1 (centres undefined)
  mcGAS MS inh = 7

12	O=C(CSc1ccc(NC(=O)C2CC2)nn1)NC1CCCCC1
  mcGAS MS inh = 6

13	COC(=O)NC(C)C(=O)NCc1cccnc1Oc1c(C)cccc1C (centres undefined)
  mcGAS MS inh = -20

14	C[C@@H]1C(=O)O[C@H]2CC34[C@H]5C[C@@H](C(C)(C)C)[C@]36[C@@H](OC(=O)[C@@H]6O)O[C@@]4(C(=O)O5)[C@]21O (some centres undefined)
  mcGAS MS inh = -3

15	CCOC(=O)CC1CCCCN1C(=O)c1cc(COc2ccc(OC)cc2Cl)on1 (centres undefined)
  mcGAS MS inh = -10

16	O=C(CNc1ccc(Br)cc1)c1ccc(Br)s1
  mcGAS MS inh = -7

17	c1ccc2[nH]c(SCc3cn4ccsc4n3)nc2c1
  mcGAS MS inh = 3&41

18	O=C(/C=C/c1ccccc1)Nn1cnc2c(cnn2-c2ccccc2)c1=O
  mcGAS MS inh = -8

19	O=C(COc1ccc(F)cc1)OCc1cc(-c2ccc(F)cc2F)on1
  mcGAS MS inh = 0

20	O=c1c(Cl)c(Cl)cnn1-c1ccc(S(=O)(=O)O)cc1
  mcGAS MS inh = -3

21	O=C1CC(C(=O)N2CCn3nc(C(=O)NC4CC4)cc3C2)c2ccccc2N1 (centres undefined)
  mcGAS MS inh = 1

22	CC(=O)NCC(=O)N1Cc2cnc(CC(C)C)nc2C1
  mcGAS MS inh = -15

23	O=C(Nc1nc2ccc(Cl)cc2s1)c1ccc(Br)s1
  mcGAS MS inh = 49

24	CC1CN(C(C)CNC(=O)CCN2C(=O)CCC2=O)CC(C)O1 (centres undefined)
  mcGAS MS inh = -7

25	CNS(=O)(=O)c1ccc(Cl)c(C(=O)N2CCCCC2C)c1 (centres undefined)
  mcGAS MS inh = -9

26	CNC(=O)Cn1cc(/C=C/c2ccccc2)cn1
  mcGAS MS inh = -6

27	CC(C)(C)NC(=S)NC(=O)c1ccco1
  mcGAS MS inh = -8

28	NC(=O)c1cnc2n1CCN(C(=O)CC(c1ccccc1)c1ccco1)C2 (centres undefined)
  mcGAS MS inh = -36

29	CC(C)c1ccc(CN2CCCC3(CCN(C(=O)c4cc(=O)n(C)c(=O)n4C)C3)C2)cc1 (centres undefined)
  mcGAS MS inh = -2

30	CCN1CCCC1CNC(=O)CCC1CCN(Cc2cccc(C(F)(F)F)c2)CC1 (centres undefined)
  mcGAS MS inh = -21

31	COc1ccc2cc([C@H](C)CO)ccc2c1
  mcGAS MS inh = -7

32	COc1ccc(-c2nccc(CCC(F)(F)F)n2)cn1
  mcGAS MS inh = -18

33	COc1cc(C)c(S(=O)(=O)Nc2c(F)cccc2F)cc1OC
  mcGAS MS inh = 87*

34	O[C@H](CNC[C@@H](O)[C@H]1CCc2cc(F)ccc2O1)[C@@H]1CCc2cc(F)ccc2O1
  mcGAS MS inh = 5

35	CC1C(=O)N(c2ccc3c(c2)OCO3)CCN1Cc1c(F)cccc1F (centres undefined)
  mcGAS MS inh = -4

36	Cc1cnc(C(=O)NCCc2ccc(S(=O)(=O)NC(=O)NC3CCCCC3)cc2)cn1
  mcGAS MS inh = 2

37	CCCn1c(C)c(C)n2c3c(=O)n(CC)c(=O)n(C)c3nc12
  mcGAS MS inh = -4

38	O=c1c(CN(CCc2ccccc2)Cc2ccccc2)coc2c(Cl)cc(Cl)cc12
  mcGAS MS inh = -22

39	CN(c1ccccc1F)S(=O)(=O)c1ccc(F)c(C(=O)O)c1
  mcGAS MS inh = -6

40	Cc1ccsc1-c1nc(CN(C)CC2(CO)CCOCC2)c(C)o1
  mcGAS MS inh = -19

41	O=C(CCNC(=O)c1ccoc1)NCc1cccnc1OC1CCCC1
  mcGAS MS inh = 1

42	CC(=O)N(CC(=O)Oc1ccccc1[N+](=O)[O-])c1ccccc1
  mcGAS MS inh = -10

43	CCCN1CC(NC(=O)c2cc3ccccc3s2)CC1=O (centres undefined)
  mcGAS MS inh = -42

44	O=C(NCc1ccncc1)c1cc(=O)c(OCc2ccccc2)c[nH]1
  mcGAS MS inh = -4

45	Cc1nn(C(=O)c2ccccc2Cl)c(C)c1[N+](=O)[O-]
  mcGAS MS inh = -6

46	Cc1cc(C)cc(NC(=O)c2nccnc2-c2nc3ccccc3s2)c1
  mcGAS MS inh = -7

47	O=C(NCC1CCCN(C(=O)C2CCOCC2)C1)c1ccc(F)cc1 (centres undefined)
  mcGAS MS inh = 6

48	CCOc1cc(C(=O)Nc2nc(C)cs2)cc(Br)c1OC
  mcGAS MS inh = -2

49	Cn1c(=O)[nH]c(=O)c2c1n1c(-c3ccc(F)cc3)nnc1n2C
  mcGAS MS inh = -7

50	Cn1c(=O)c2c(nc(NCC3CCCO3)n2C)n(C)c1=O (centres undefined)
  mcGAS MS inh = 4

51	Fc1ccc(C2=Nc3nnnn3C(c3ccccc3)C2)cc1 (centres undefined)
  mcGAS MS inh = -9

52	O=[N+]([O-])c1ccc2sc(C=Cc3ccsc3)nc2c1
  mcGAS MS inh = 6

53	Cc1cc(=O)n2nc(N(CC(C)C)C3CC3)sc2n1
  mcGAS MS inh = -5

54	Clc1ccc(C2CCSCC2)cc1
  mcGAS MS inh = -3

55	Cn1cc(CNC(=O)c2cccc(OC3CCN(C(=O)C4CC4)CC3)c2)cn1
  mcGAS MS inh = -2

56	O=C(NC1c2ccccc2CC1O)C1CC1c1ccco1 (centres undefined)
  mcGAS MS inh = -2

57	COc1ccc(-c2c(NC(=O)C3CCCCC3)oc3ccccc3c2=O)cc1OC
  mcGAS MS inh = 5

58	CC(O)CNc1nc2ccccc2n1CC(=O)NCC(F)(F)F (centres undefined)
  mcGAS MS inh = 4

59	Cc1nccc(N2CCCN(Cc3ccc(F)cc3)C(C(C)C)C2)n1 (centres undefined)
  mcGAS MS inh = -12

60	CCN(Cc1ccncc1)C1CCCN(C(=O)c2cc3cc(F)ccc3[nH]2)C1 (centres undefined)
  mcGAS MS inh = -3

61	CC1(C(=O)NS(=O)(=O)c2ccc(Br)cc2)CCN1C(=O)C1CCCCC1 (centres undefined)
  mcGAS MS inh = -7

62	CNS(=O)(=O)c1csc(C(=O)NCc2ccc(C)n2C)c1
  mcGAS MS inh = 4

63	CCN(CC)C(=O)c1cccnc1
  mcGAS MS inh = -9

64	O=C(NCC1CCOC1)N1CCCC1c1nc2ccccc2s1 (centres undefined)
  mcGAS MS inh = -2

65	CC(C)c1ncc(Cl)c(C(=O)Nc2nn(C(C)C)cc2C#N)n1
  mcGAS MS inh = -1

66	O=c1c2ccccc2nc(/C=C/c2cc(Br)ccc2O)n1CCCO
  mcGAS MS inh = -10

67	Cc1nn(-c2ccccc2)c(COC(=O)C2CCC(=O)NC2)c1C#N (centres undefined)
  mcGAS MS inh = 0

68	CCOC(=O)C1CCN(C(c2ccc(SC)cc2)c2c(O)cc(C)n(CC)c2=O)CC1 (centres undefined)
  mcGAS MS inh = -8

69	O=C(CCc1ccccc1)n1nc(-c2ccccc2)nc1NCc1ccccc1
  mcGAS MS inh = -9

70	O=C(/C=C/c1cn(-c2ccc(Cl)cc2)nn1)c1ccccc1
  mcGAS MS inh = -5

71	Cn1c(=O)c2c(SC3CCCC3)nc(-c3ccc(F)cc3)nc2n(C)c1=O
  mcGAS MS inh = 8

72	Cc1ccccc1-c1cc(O)c2c(c1)CN(C(=O)c1ccco1)CCO2
  mcGAS MS inh = -2

73	C=CCn1c(=O)c2c(nc3n2CCCN3c2cccc(C)c2C)n(C)c1=O
  mcGAS MS inh = -5

74	CC(c1nc(N)nc(Nc2ccccc2)n1)N1CCCC(c2ccnn2C)C1 (centres undefined)
  mcGAS MS inh = -11

75	CC(C)(C)c1ccc(CC(=O)N2CCC2(C)C(=O)NS(=O)(=O)c2ccc(C#N)cc2)cc1 (centres undefined)
  mcGAS MS inh = -9

76	CC(=O)NC(CC(=O)N1c2ccccc2C[C@H]1C(N)=O)c1ccc(Cl)cc1 (some centres undefined)
  mcGAS MS inh = -1

77	Cc1c(Cl)c([N+](=O)[O-])nn1CC(=O)N(C)C1CCCCC1
  mcGAS MS inh = 11

78	C#CCNc1ccc(C)c(S(=O)(=O)N(CC)CC)c1
  mcGAS MS inh = -20

79	Nc1nc2nc(-c3ccc(Br)cc3)cc(C(F)(F)F)n2n1
  mcGAS MS inh = 4

80	CC(C)n1c(N2CCCC2)nc2c1c(=O)[nH]c(=O)n2C
  mcGAS MS inh = 3

81	Cc1ccc(/C(C#N)=C\c2cc(C)n(C)c2C)cc1
  mcGAS MS inh = -35

82	COc1ccc(-c2ccccc2-n2ccnc2-c2cnc[nH]2)cc1
  mcGAS MS inh = 0

83	O=C(CCn1nc(-c2ccc(F)cc2)oc1=O)Nc1ccnn1C1CCCC1
  mcGAS MS inh = -5

84	c1cncc(-c2nccn2CCCCN2CCCCCC2)c1
  mcGAS MS inh = -13

85	CCc1ncc(NC(=O)CC(C)c2ccccc2C)cn1 (centres undefined)
  mcGAS MS inh = -9&-4

86	COc1cc2c(cc1CNC(=O)c1cnn3c1CCCC3)OCCO2
  mcGAS MS inh = -14

87	N=c1ccn2c(n1)O[C@@H]1C2O[C@H](CO)[C@H]1O (some centres undefined)
  mcGAS MS inh = -12

88	Cn1cnnc1SCc1cc2c(cc1Br)OCO2
  mcGAS MS inh = -8

89	Cc1cccc(N2CCC(NCCN(C)S(C)(=O)=O)CC2)c1C
  mcGAS MS inh = -12

90	CC(=O)Nc1cnc(-c2cccc(O)c2)cn1
  mcGAS MS inh = -1

91	CN(CCCc1ccccc1)Cc1nc(C2CC2)no1
  mcGAS MS inh = 3

92	CC(=O)Nc1ccc(SCC(=O)NC(C)CCc2ccco2)cc1 (centres undefined)
  mcGAS MS inh = -31

93	Cc1ccc(-c2cc(NCCO)ncn2)c2cccnc12
  mcGAS MS inh = -11

94	Cc1cc(C)nc(NN=Cc2c(F)c(F)c(F)c(F)c2F)n1
  mcGAS MS inh = -15

95	Cc1cc(Cl)ccc1C(=O)C1CCCN(C(=O)c2ccc3c(c2)OCO3)C1 (centres undefined)
  mcGAS MS inh = -8

96	CC(CN1CCOCC1)NC(=O)CCN1CCSC1=O (centres undefined)
  mcGAS MS inh = -11

Arranged by value in mcGAS MS inh (descending): four of the compounds above
95	Cc1cc(Cl)ccc1C(=O)C1CCCN(C(=O)c2ccc3c(c2)OCO3)C1 (centres undefined)
  mcGAS MS inh = -8

96	CC(CN1CCOCC1)NC(=O)CCN1CCSC1=O (centres undefined)
  mcGAS MS inh = -11

94	Cc1cc(C)nc(NN=Cc2c(F)c(F)c(F)c(F)c2F)n1
  mcGAS MS inh = -15

92	CC(=O)Nc1ccc(SCC(=O)NC(C)CCc2ccco2)cc1 (centres undefined)
  mcGAS MS inh = -31

Structural class: the compounds so far containing a Cl atom (15)
6	CC1CN(C(=O)Cn2cc(C(F)(F)F)cc(Cl)c2=O)CC(C)O1 (centres undefined)
  mcGAS MS inh = -5

9	CN(CCNC(=O)C1(C)CC1(Cl)Cl)C1CC1 (centres undefined)
  mcGAS MS inh = 0

11	O=C(OC(C(=O)Nc1cc(Cl)cc(Cl)c1)c1ccccc1)C1=COCCO1 (centres undefined)
  mcGAS MS inh = 7

15	CCOC(=O)CC1CCCCN1C(=O)c1cc(COc2ccc(OC)cc2Cl)on1 (centres undefined)
  mcGAS MS inh = -10

20	O=c1c(Cl)c(Cl)cnn1-c1ccc(S(=O)(=O)O)cc1
  mcGAS MS inh = -3

23	O=C(Nc1nc2ccc(Cl)cc2s1)c1ccc(Br)s1
  mcGAS MS inh = 49

25	CNS(=O)(=O)c1ccc(Cl)c(C(=O)N2CCCCC2C)c1 (centres undefined)
  mcGAS MS inh = -9

38	O=c1c(CN(CCc2ccccc2)Cc2ccccc2)coc2c(Cl)cc(Cl)cc12
  mcGAS MS inh = -22

45	Cc1nn(C(=O)c2ccccc2Cl)c(C)c1[N+](=O)[O-]
  mcGAS MS inh = -6

54	Clc1ccc(C2CCSCC2)cc1
  mcGAS MS inh = -3

65	CC(C)c1ncc(Cl)c(C(=O)Nc2nn(C(C)C)cc2C#N)n1
  mcGAS MS inh = -1

70	O=C(/C=C/c1cn(-c2ccc(Cl)cc2)nn1)c1ccccc1
  mcGAS MS inh = -5

76	CC(=O)NC(CC(=O)N1c2ccccc2C[C@H]1C(N)=O)c1ccc(Cl)cc1 (some centres undefined)
  mcGAS MS inh = -1

77	Cc1c(Cl)c([N+](=O)[O-])nn1CC(=O)N(C)C1CCCCC1
  mcGAS MS inh = 11

95	Cc1cc(Cl)ccc1C(=O)C1CCCN(C(=O)c2ccc3c(c2)OCO3)C1 (centres undefined)
  mcGAS MS inh = -8

This is a subset; count on the stated rates, not on these rows.
